Tb MetRS inh: blocks T. brucei methionyl-tRNA synthetase activity. inhibition, % at 11.9 µM. AID 624268. purified T. brucei MetRS, ATP depletion, Kinase-Glo luminescence. 360,000 tested, 0.4% active;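 active = inhibition above a per-plate cutoff of the control wells' mean inhibition plus 3 SD, cut at about 5.5% in these data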;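 also: 0% = DMSO wells median and 100% = median of wells with control inhibitor compound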
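Material – parasite MetRS enzyme · Medium – HEPES-MgCl2-KCl buffer plus DTT, spermine, BSA, pyrophosphatase · Reagent – ATP, methionine and E. coli bulk tRNA substrates · Times – 15 min enzyme-compound preincubation, 2 h reaction, 10 min detection, 25 °C · Measured by – luminescence of leftover ATP · Evaluation – percent inhibition relative to median high and low control wells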
MLLE-PAM2 inh: blocks PAM2 peptide binding to the PABP1 MLLE domain; 360,000 tested, 0.36% active; GST-MLLE / FITC-PAM2 fluorescence polarization; inhibition, % at 20 µM; in the data active = inhibition above about 35%, passing the limit was not always enough;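 also: plate controls were DMSO wells with GST-MLLE for no effect and wells lacking GST-MLLE protein for full effect; some results filed as inactive read as strong as hits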
Target sequence (P11940 whole entry, looked up, the tested form may be a part): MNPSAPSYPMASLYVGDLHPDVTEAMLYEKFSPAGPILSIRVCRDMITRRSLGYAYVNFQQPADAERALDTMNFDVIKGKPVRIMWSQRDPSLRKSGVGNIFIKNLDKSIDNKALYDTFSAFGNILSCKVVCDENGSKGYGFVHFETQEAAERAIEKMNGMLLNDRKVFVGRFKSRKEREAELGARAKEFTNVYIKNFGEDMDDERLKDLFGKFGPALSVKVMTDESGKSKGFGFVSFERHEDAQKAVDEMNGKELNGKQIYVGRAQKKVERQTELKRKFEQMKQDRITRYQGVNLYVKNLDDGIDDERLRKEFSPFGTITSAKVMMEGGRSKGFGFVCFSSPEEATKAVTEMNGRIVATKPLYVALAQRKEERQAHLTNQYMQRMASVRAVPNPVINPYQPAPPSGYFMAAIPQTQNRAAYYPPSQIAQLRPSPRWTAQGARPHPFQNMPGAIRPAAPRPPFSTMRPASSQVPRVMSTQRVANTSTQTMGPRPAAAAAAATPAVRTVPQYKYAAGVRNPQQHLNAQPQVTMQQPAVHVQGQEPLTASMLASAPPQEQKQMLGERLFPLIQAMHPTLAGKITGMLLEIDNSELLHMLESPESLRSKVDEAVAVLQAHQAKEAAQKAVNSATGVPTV
Neddyl block: inhibitors of human cullin neddylation; 360,000 tested, 0.58% active; calls only at 25 µM; TR-FRET cullin neddylation, biochemical; P61081+Q13564; in the data active = inhibition above about 36%
Rin1 Abl inh: blocks binding of human Rin1 to Abl; P00519+Q13671; TR-FRET Rin1/Abl binding, biochemical; inhibition, % at 7.35 µM; 360,000 tested, 0.4% active; AID 588664; in the data active = inhibition above about 5%, passing the limit was not always enough
MsrA act: bovine methionine sulfoxide reductase A activation; activation, % at 10.6 µM; 360,000 tested, 0.3% active; purified bovine MsrA, absorbance read-out; in the data active = activation above about 7.5%;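 also: 0% = vehicle and 100% = reference activator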
eLon inh: inhibits E. coli Lon protease; P0A9M0; 360,000 tested, 0.42% active; inhibition, % at 7.94 µM; purified E. coli Lon protease, fluorescence polarization; in the data active = inhibition above about 13%, passing the limit was not always enough;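 also: 0% = enzyme with probe and DMSO and 100% = no enzyme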
CSN deneddyl inh: blocks human CSN-mediated cullin deneddylation; inhibition, % at 12.5 µM; 360,000 tested, 0.38% active; Purified CSN, SCF-Nedd8-OG deneddylation, fluorescence polarization; Q92905;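 active = pattern-corrected inhibition above about 35%, with an unprinted fluorescence ratio check between 0.5 and 1.5, limit read from the data, passing the limit was not always enough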;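 also: 0% = enzyme with substrate and 100% = substrate without enzyme; some results filed as inactive read as strong as hits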
Target sequence (Q92905 whole entry, looked up, one chain of several): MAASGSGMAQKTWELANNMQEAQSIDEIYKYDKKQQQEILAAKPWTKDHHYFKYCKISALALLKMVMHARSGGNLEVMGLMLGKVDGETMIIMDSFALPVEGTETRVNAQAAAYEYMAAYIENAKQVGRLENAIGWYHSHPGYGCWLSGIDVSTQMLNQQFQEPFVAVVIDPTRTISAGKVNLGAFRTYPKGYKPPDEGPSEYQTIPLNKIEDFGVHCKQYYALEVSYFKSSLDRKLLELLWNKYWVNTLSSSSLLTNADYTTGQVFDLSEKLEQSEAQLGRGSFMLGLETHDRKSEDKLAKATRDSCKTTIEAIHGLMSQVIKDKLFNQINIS
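Assay system: purified human Csn5 enzyme expressed in HEK293T cells; Input: 0.24 nM Csn5 enzyme, final concentration; Reagent: 10 nM SCFSkp2-Nedd8OG; Compound dosing: 12.5 µM single point; Times: reaction 90 min, room temperature; Technique: fluorescence polarization readout.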
FAS-TE inh: FAS thioesterase (human) inhibition. 360,000 tested, 0.67% active. inhibition, % at 15 µM. recombinant FAS-TE, OMFH fluorogenic substrate, fluorescence endpoint. P49327;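 active = compounds whose normalised, plate-corrected inhibition of enzyme fluorescence in the single-dose primary screen is 50% or more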;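 also: 0% = DMSO with enzyme and 100% = substrate without enzyme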
MsrA inhibitor: bovine MsrA inhibition; purified bovine MsrA, absorbance read-out; 360,000 tested, 0.75% active; inhibition, % at 15.5 µM; in the data active = inhibition above about 4.5%;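 also: 0% = vehicle wells with enzyme and 100% = reference inhibitor wells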
Numbers without * were called inactive; i = inactive; · = no result given.

SMILES	Tb MetRS inh	MLLE-PAM2 inh	Neddyl block	Rin1 Abl inh	MsrA act	eLon inh	CSN deneddyl inh	FAS-TE inh	MsrA inhibitor
O=C(NCCC1CCCCN1S(=O)(=O)c1ccccc1)C(=O)Nc1ccc(F)cc1F (stereo not drawn)	-0.6	8.2	i	2.1	-4.0	3.4	8.3	26.7	-0.1
COc1ccc(N2CCN(Cc3nc(-c4ccccc4)no3)CC2)cc1	-0.5	9.9	i	-4.7	-1.8	-2.2	-0.7	2.2	-0.2
CCOC(=O)C1CCN(S(=O)(=O)c2ccc(C(=O)OC)cc2)CC1	-0.1	3.7	i	-0.7	-1.8	-0.1	-1.0	-9.4	2.9
Cc1cc(C)n(CCc2nc(-c3ccc(F)cc3)cs2)n1	-0.8	7.4	i	6.4	-6.5	-8.4	3.0	-4.9	0.2
COc1cc2c(cc1OC)CN(C(=O)c1ccc3nc[nH]c3c1)CC2	-0.9	2.2	i	6.0	-8.4	-10.4	3.9	-8.4	-0.4
CC(C)(C)NC(=O)C(=O)NNC(=O)c1cccc([N+](=O)[O-])c1	0.5	13.3	i	2.7	-2.8	-1.2	-2.6	2.7	0.8
COC(=O)c1cc(-c2ccc(S(=O)(=O)N3CCCC3)cc2)c(C(F)(F)F)s1	-0.2	-0.2	i	3.4	-3.3	-5.5	-3.7	28.0	1.7
C=CCOc1ccccc1CNc1ccc2c(c1)OCCO2	-0.2	-13.1	i	-4.1	-5.0	-1.7	6.0	1.8	·
O=C(Nc1ccc(C(F)(F)F)cc1)C1CCCCN1S(=O)(=O)c1ccccc1 (stereo not drawn)	-0.1	4.5	i	2.1	-2.0	2.5	1.6	23.6	1.1
CCC1(c2ccccc2)SC(=O)NC1=O (stereo not drawn)	-0.4	-4.7	i	4.2	-3.2	-8.5	1.4	-6.2	0.4
CC(=O)c1cccc(NC(=O)c2nccnc2C(=O)O)c1	-0.9	-9.5	i	-1.6	-7.5	-6.0	0.2	-6.1	0.7
COc1ccc(C2=CSC3=C(C(=O)c4cccc(S(=O)(=O)N(C)C)c4)CCN23)cc1	0.8	-15.5	i	3.0	-0.6	-14.3	6.7	-56.6	-0.9
CSCCC(NC(=O)COc1ccccc1)C(=O)N1CCOCC1 (stereo not drawn)	-0.2	-10.2	i	1.6	-3.2	-8.6	0.0	-4.9	-0.2
COc1ccc2c(=O)c3c(=O)n(CCc4ccccc4)c(C)nc3oc2c1	-0.4	-19.4	i	-1.6	-2.6	-19.8	1.1	0.5	0.2
Cc1ccc(S(=O)(=O)CC(=O)N2CC(C)OC(C)C2)cc1 (stereo not drawn)	-0.4	11.5	i	-2.1	-3.0	8.5	2.2	-4.5	0.2
COc1ccc(S(=O)(=O)N2CCOCC2)cc1NC(=O)CCc1cc(OC)c(OC)c(OC)c1	0.0	-4.5	i	2.2	-4.6	3.2	5.8	-6.1	-0.6
Cc1ccc(S(=O)(=O)N2C(=O)CCC2C(N)=O)cc1 (stereo not drawn)	-1.1	2.6	i	2.8	-2.1	9.8	-3.7	-7.0	-1.5
CCCCN1C(=O)C(CC(=O)NCc2cccs2)CC(C(=O)N2CCCCCC2)=C1C (stereo not drawn)	0.0	·	i	·	-3.6	6.8	-1.6	2.4	-0.5
CN(C)/C=N/c1ncc(C(=O)c2ccc3ccccc3c2)s1	-0.8	-5.5	i	-2.4	-6.1	-8.6	1.3	3.2	4.6*
Cc1ccc(C)c(OCC(=O)Nc2cccc(C(=O)O)c2)c1C	0.6	25.6	i	1.5	-0.4	-5.4	8.1	-9.3	-0.5
C=CCNc1nc(N)c([N+](=O)[O-])c(Nc2ccccc2OC)n1	-1.2	10.4	i	-0.8	-5.7	-0.9	-0.2	8.5	0.5
C[C@@H]1CCCN1[C@H]1CS(=O)(=O)N[C@@H]1COCc1ccccc1	-0.8	2.4	i	2.9	0.6	3.0	-1.8	-6.5	0.6
Cc1ccc(C)c(NC(=O)CSc2nnc([C@@H]3CCCN3C(=O)OC(C)(C)C)o2)c1	0.6	-6.7	i	-3.7	1.8	-4.2	0.8	-3.9	1.0
Cc1ccc(CNS(=O)(=O)c2cc(F)ccc2CN2C(=O)c3cccnc3C2=O)o1	0.4	-1.3	i	-0.5	-2.2	7.2	3.6	-5.8	0.6
Cc1ccc(S(=O)(=O)NC(C)(C)CN2CCc3ccccc3C2)cc1	0.1	4.0	i	-3.4	-4.2	6.4	-1.1	1.2	0.5

Next section
SMILES	Tb MetRS inh	MLLE-PAM2 inh	Neddyl block	Rin1 Abl inh	MsrA act	eLon inh	CSN deneddyl inh	FAS-TE inh	MsrA inhibitor
O=C(NCc1ccco1)c1cnccn1	-0.9	11.9	i	3.3	-8.8	-2.0	-0.8	-16.0	-1.0
CCOC(=O)c1cc[nH]c1CC(=O)NC	-1.6	-0.4	i	1.6	-7.4	6.2	-0.3	-2.5	-1.0
CCOC(=O)c1cc(-c2ccc(N3CCOCC3)cc2)nn1-c1ccc(F)cc1F	-1.1	-5.0	·	3.2	-1.6	-7.7	-1.0	8.6	0.1
COc1ccc([N+](=O)[O-])cc1NC(=O)C(C)OC(=O)C1CCCC1 (stereo not drawn)	-0.7	0.3	i	-0.7	-6.3	-6.5	1.0	45.8	1.7
Cc1ccc(CNS(=O)(=O)c2ccc(C(C)(C)C)cc2)n1C	-0.4	-5.5	i	5.3	-1.4	-19.1	1.6	9.0	0.4
CCn1c(Cc2ccccc2)nnc1SCC(=O)Nc1nc2ccccc2s1	-0.7	-10.0	i	-5.7	-2.2	-5.2	-0.9	-4.4	-0.4
COc1ccc(NC(=O)Cn2c3ccccc3c3nc4n(c(=O)c32)CCS4)cc1OC	-0.2	4.0	i	1.4	-5.6	5.2	-5.1	-2.3	1.3
COc1ccc(C(=O)n2c(SC)nc3cc4c(cc32)OCCO4)cc1	-1.2	-0.9	i	-0.7	-3.3	-7.5	-1.4	16.1	-0.3
O=C1N(Cc2cccnc2)C[C@@H]2C[C@@H](c3ccc4nsnc4c3)N3CCC[C@@]123	0.0	-13.1	i	15.5*	5.6	-9.6	-2.9	-5.8	1.8
COc1ccc([C@H]2CC(=O)C=C(c3ccc4c(c3)sc3ccccc34)C2)cc1	-0.3	0.6	i	1.8	-3.2	-5.0	-4.4	25.7	0.6
COCCn1c(SCC(=O)Nc2ccc(N3CCOCC3)cc2)nc2ccccc21	-0.6	-9.7	i	2.1	-7.0	-1.2	-5.0	-2.5	-1.0
COc1ccccc1OCC(=O)Nc1c2c(nn1-c1ccccc1)CS(=O)(=O)C2	-0.5	-0.6	i	-2.8	-4.5	4.3	-0.9	2.4	-1.1
Cc1ccc(CNc2ccc([N+](=O)[O-])cc2C(N)=O)cc1	0.0	-2.1	i	0.1	-1.4	2.0	-3.5	9.1	0.9
O=c1c2c(C(F)(F)F)cc(C(F)(F)F)nc2[nH]n1-c1ccccc1	-0.8	-16.7	i	-0.1	-2.5	3.4	-2.0	-4.4	0.1
COc1ccnc(CSC(N)=Nc2ccccc2OC)c1	-0.2	31.7	i	-0.8	-5.3	3.2	2.4	-17.4	0.7
O=C1CC[C@@H]2C[C@@]3(C[C@@H]4CCN1[C@H]24)Nc1cc([N+](=O)[O-])ccc1NC3=NCc1ccccc1	-0.3	-28.8	i	-0.4	-5.2	-12.9	4.3	-4.2	3.5
CCCOC(=S)Nc1ccccc1	0.2	15.2	i	-2.8	0.7	-1.6	7.1	-3.8	0.0
Cc1ccc(C(O)(CNCc2ccccc2)c2ccccc2)cc1 (stereo not drawn)	-1.5	-2.2	i	-1.1	-1.5	4.5	2.9	5.8	-0.9
Cc1csc(NC(=O)CNC(=O)OCc2ccccc2)n1	-0.1	2.3	i	-0.2	-2.6	-4.1	-1.6	-6.1	-0.2
COc1cccc(Oc2cn[nH]c2-c2ccc(O)cc2O)c1	1.2	2.2	i	-3.2	-3.5	-12.7	-0.8	-163.8	-0.4
C=CCOc1cccc(/C=N/NC(=O)C(=O)NCc2ccco2)c1	0.2	-5.2	i	3.6	-8.6	-1.8	0.5	-18.5	2.5
CC(C)CN1CCC(=O)N([C@H](CN=[N+]=[N-])Cc2ccccc2)CC1	0.2	0.2	i	1.9	-1.5	-7.2	5.6	-8.6	-1.1
NC(=O)C1(N2CCCCC2)CCN(C(=O)c2cccs2)CC1	-0.4	6.2	i	-2.0	-3.6	-3.5	-0.9	-9.6	-0.2
Cc1ccc2c3c([nH]c2c1C)-c1nonc1CC3	0.8	-4.9	i	-0.1	0.1	-7.0	2.2	-60.1	2.2
O=C(c1ccc(S(=O)(=O)Nc2ccccc2F)cc1)N1CCN(c2ccccn2)CC1	-0.3	-9.3	i	3.1	-2.7	-5.9	1.5	3.0	-0.2

Quoted at random: 4 entries already listed, in no set order.
SMILES	Tb MetRS inh	MLLE-PAM2 inh	Neddyl block	Rin1 Abl inh	MsrA act	eLon inh	CSN deneddyl inh	FAS-TE inh	MsrA inhibitor
COc1ccc([C@H]2CC(=O)C=C(c3ccc4c(c3)sc3ccccc34)C2)cc1	-0.3	0.6	i	1.8	-3.2	-5.0	-4.4	25.7	0.6
CCn1c(Cc2ccccc2)nnc1SCC(=O)Nc1nc2ccccc2s1	-0.7	-10.0	i	-5.7	-2.2	-5.2	-0.9	-4.4	-0.4
Cc1ccc2c3c([nH]c2c1C)-c1nonc1CC3	0.8	-4.9	i	-0.1	0.1	-7.0	2.2	-60.1	2.2
CCOC(=O)c1cc[nH]c1CC(=O)NC	-1.6	-0.4	i	1.6	-7.4	6.2	-0.3	-2.5	-1.0

The listing continues:
SMILES	Tb MetRS inh	MLLE-PAM2 inh	Neddyl block	Rin1 Abl inh	MsrA act	eLon inh	CSN deneddyl inh	FAS-TE inh	MsrA inhibitor
O=[N+]([O-])c1ccccc1S(=O)(=O)NC1CCCCCCC1	0.0	0.0	i	0.1	-1.7	12.7	-3.2	9.5	0.1
CCOC(=O)c1c(C)[nH]c(C)c1S(=O)(=O)N(C)CC(=O)Nc1cccc(F)c1	0.4	16.7	i	2.6	-2.2	3.8	1.4	0.8	0.9
N#Cc1ccccc1NC(=O)COC(=O)CN1C(=O)C2CCCCC2C1=O (stereo not drawn)	-0.2	5.8	i	-1.3	-0.6	-1.9	0.0	-3.5	0.8
O=C1C=C(c2ccc(C(=O)O)cc2)C[C@@H](c2ccc3c(c2)OCO3)C1	-0.4	6.2	i	5.7	-7.5	-7.2	-0.9	-0.6	0.6
COCCNC(=S)N1CCN(C(=O)C(=O)Nc2ccc(C(=O)OC)cc2)CC1	0.6	-128.2	i	0.7	-1.0	-11.8	-6.2	-12.9	-0.1
COc1ccc(N2CCN(C(=O)CNS(=O)(=O)c3ccc(C)cc3)CC2)cc1	-0.4	-0.8	i	3.8	-4.3	-5.1	-5.7	-1.8	0.3
CCNC(=S)NNC(=O)c1ccc(=O)n(Cc2ccccc2)c1	22.5*	-36.5	i	1.6	-0.7	2.6	3.9	-2.3	0.1
O=c1cc(-c2ccccc2)[nH]c2cc(F)ccc12	-0.5	16.4	i	2.2	-8.1	1.2	-1.0	-8.6	0.5
CCOCCCN(C)C1CCN(C(=O)c2oc3ccccc3c2NC(=O)Cc2cccc([N+](=O)[O-])c2)CC1	-0.6	-6.1	i	0.1	-4.7	12.4	-2.5	44.6	-0.1
S=C(c1ccc[nH]1)N1CCOCC1	-0.1	9.6	i	-5.3	-3.8	-2.7	0.6	-7.9	1.5
CC(=O)Nc1cnc(-c2ccc3c(c2)OCO3)cn1	-0.2	2.7	i	-1.9	3.1	-0.8	3.1	-4.0	2.7
CCOC(=O)CN1C(c2ccccc2O)Nc2ccc(Br)cc2C1c1ccccc1 (stereo not drawn)	-0.9	-0.4	i	-1.5	4.2	-2.5	0.1	44.2	-0.3

Source: PubChem
